Assay outcomes deposited in PubChem BioAssay by Broad Institute.
RAD54 inh: inhibitors of human RAD54 branch migration, primary screen, biochemical, fluorescence, single point; RAD54 Holliday junction branch migration, FAM/BHQ fluorescence; 360,000 compounds, 0.14% hits; inhibition, % at 10.4 µM; DNA repair and recombination protein RAD54-like (Homo sapiens), Q92698;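 active = mean normalized replicate activity at least 40 and at least half of replicates scoring 40 or more; inconclusive = only one of the two criteria met; inactive = mean below 40 and under half of replicates reaching 40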;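 note: 0% = median of neutral control wells and 100% = median of positive control wells; inhibitors cause a drop in the FAM fluorescence signal; in these data hits start at about 50%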
Target sequence (Q92698 whole entry, looked up): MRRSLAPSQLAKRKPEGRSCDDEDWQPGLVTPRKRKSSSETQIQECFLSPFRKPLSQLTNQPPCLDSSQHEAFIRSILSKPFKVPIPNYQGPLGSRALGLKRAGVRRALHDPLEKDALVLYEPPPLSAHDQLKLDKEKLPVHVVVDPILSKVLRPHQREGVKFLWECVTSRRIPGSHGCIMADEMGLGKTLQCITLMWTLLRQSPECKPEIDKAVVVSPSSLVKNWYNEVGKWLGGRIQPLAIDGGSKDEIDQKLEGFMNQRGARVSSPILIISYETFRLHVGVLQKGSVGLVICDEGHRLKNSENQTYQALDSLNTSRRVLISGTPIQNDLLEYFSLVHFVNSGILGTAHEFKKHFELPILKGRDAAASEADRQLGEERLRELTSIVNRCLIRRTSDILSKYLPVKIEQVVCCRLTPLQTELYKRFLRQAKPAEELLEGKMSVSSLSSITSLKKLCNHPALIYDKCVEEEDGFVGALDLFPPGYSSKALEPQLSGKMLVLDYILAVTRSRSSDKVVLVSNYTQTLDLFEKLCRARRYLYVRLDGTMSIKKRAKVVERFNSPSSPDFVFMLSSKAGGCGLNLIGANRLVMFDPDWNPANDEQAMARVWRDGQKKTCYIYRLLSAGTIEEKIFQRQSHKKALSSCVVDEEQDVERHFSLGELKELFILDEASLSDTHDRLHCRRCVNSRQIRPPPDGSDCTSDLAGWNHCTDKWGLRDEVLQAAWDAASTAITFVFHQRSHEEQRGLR
esBAF inh: Bmi1 luciferase reporter increase in mESCs, primary screen, esBAF inhibitor project, mouse ES cells, Bmi1 luciferase knock-in, single point; 24 h; 100% = twice the neutral-well signal; reporter increase, % at 12.5 µM; 350,000 compounds, 2% hits; in the data active = activation above about 40%; inconclusive = no clear call, values can overlap the other calls;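 note: 0% = median of the plate's neutral control wells and 100% = double that signal; a rise in the Bmi1 reporter signal indicates esBAF inhibition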
Starred values were filed as active, the others as inactive; ? = inconclusive. This is a subset. The share of hits here may be higher or lower than overall.

SMILES | RAD54 inh | esBAF inh
COc1ccc(CCNC(=O)C2CCN(S(=O)(=O)c3cnc[nH]3)CC2)cc1OC | -9 | -6
O=C(O)C1C2C=CC(C3CC23)C1C(=O)NCCc1ccccc1 (centres undefined) | -4 | 30
Cc1ccc(N2CC(C(=O)Nc3cc(C)ccc3F)CC2=O)cc1 (centres undefined) | -6 | -4
CCc1cc(C(=O)Nc2ccccc2)cs1 | -1 | 17
COc1ccc(-c2nnc3sc(COc4ccc(C)cc4)nn23)cc1 | 4 | -7
O=C(CCCN1C(=O)CCC1=O)Nc1ccccc1F | -12 | -3
O=C(Nc1ccc2c(c1)OCO2)c1c(F)cccc1F | -14 | 37
Cc1cc(O)cc(O)c1C(=O)Cc1cscn1 | 0 | 5
COc1cc(C(=O)NCc2nnc(SCC(=O)Nc3cc(C)cc(C)c3)o2)cc(OC)c1OC | 3 | 4
CC(=O)c1ccc(N2CCN(C(=O)C3CCC3)CC2)cc1 | 11 | ?
Cc1ccc(N2C(=O)C3C4C=CC(C4)C3C2=O)cc1C (centres undefined) | -17 | -10
CCN(CC)C(=O)Oc1ccc2c(=O)c(-c3ccccc3)coc2c1 | 8 | 26
CCC1(CC)C(=O)N=C2c3ccccc3C(=O)N21 | -4 | 4
CCOC(=O)Cn1nc(/C=C/c2ccccc2)ccc1=O | -2 | 9
COc1ccc2c(C)nc(Nc3nc(C)cc(C)n3)nc2c1 | 7 | 1
Cn1c(C(=O)O)c(CC(=O)Nc2ccccc2F)c2ccccc21 | -2 | -2
CCc1nccn1S(=O)(=O)c1ccc(C)c(C)c1 | -12 | -13
CS(=O)(=O)N(CCc1ccccc1)CC(=O)NCc1cccnc1 | 11 | 5
O=C1NC(c2cccs2)C(C(=O)c2ccccc2)C(O)(C(F)(F)F)N1 (centres undefined) | -13 | -7
COCCNC(=O)c1c[nH]c2cc(OC)c(OC)cc2c1=O | 2 | -4
CCOc1ccc(NS(=O)(=O)c2ccc(NC(=S)NC(=O)C(C)C)cc2)cc1 | -8 | 5
CC1CC1C(=O)OCC(=O)NCc1ccc(Cl)cc1 (centres undefined) | -3 | 0
COc1ccc(C(=O)NCC(=O)OCC(=O)Nc2cc(OC)ccc2OC)cc1 | 9 | -1
O=C(Nc1ccc2c(c1)OCO2)c1cncc(Br)c1 | 5 | 36
COc1ccc(-n2nc(C(=O)NCC(=O)NCc3ccc(F)cc3)c3ccccc3c2=O)c(OC)c1 | -8 | -4
Cc1ccc(C)c(N2CCN(C(=O)C3CCCN(S(=O)(=O)c4c(C)[nH]c(=O)[nH]c4=O)C3)CC2)c1 (centres undefined) | -11 | -1
N#CC1=C(N)N=C(SCc2ccccc2)C(C(N)=O)C12CCCCC2 (centres undefined) | -1 | 7
CCC(=O)NC(=S)Nc1ccccc1F | -9 | 6
CCCn1c(SCC(=O)Nc2nonc2C)nnc1-c1ccoc1C | 11 | -6
COc1ccc(OC)c(C2C(C(=O)c3sc(C)nc3C)=C(O)C(=O)N2CCN2CCOCC2)c1 (centres undefined) | 1 | -5
O=C(Cc1cccc2ccccc12)N/N=C1\CCCc2ccccc21 | 12 | -7
c1ccc(CSc2nnc(-c3cccs3)n2Cc2ccco2)cc1 | -3 | 11
CC(C)(C)NC(=O)NC(=O)COC(=O)Cn1c(C(F)(F)F)nc2ccccc21 | 5 | 1
Cc1cc(Br)cc2c1NC(=O)C2(c1c(C)n(C)n(-c2ccccc2)c1=O)c1c(C)n(C)n(-c2ccccc2)c1=O | 7 | -7
N/C(=N\OC(=O)Nc1ccccc1)c1ncc(C(F)(F)F)cc1Cl | -4 | 8
CN(C)c1[nH]c(=O)c(C#N)c2c1CCN2Cc1ccccc1 | 7 | -2
CN(c1cccc(NC(=O)Cc2ccccc2)c1)S(C)(=O)=O | -12 | -1
Cc1nnc(SCC(=O)N2CCN(S(=O)(=O)c3ccc(Cl)cc3)CC2)[nH]c1=O | -12 | -4
CC1Cc2ccccc2N1C(=O)c1ccc2c(c1)nnn2C (centres undefined) | 15 | 7
Cc1cc(C)nc(SCc2nnc(SCC(=O)Nc3cc(C(F)(F)F)ccc3Cl)o2)n1 | 2 | -1
Cc1cc(C(=O)NCc2ccccc2F)cs1 | -6 | 11
COc1ccc(CNC(=O)CSc2ncn[nH]2)cc1 | -11 | -1
Cc1sc(NC(=O)c2cccs2)nc1-c1ccccc1 | -13 | 64*
COc1ccc(-c2cc(C(=O)NCc3ccccc3)no2)cc1OC | -7 | -8
Cn1c(NCC(O)c2ccccc2)nc2c1c(=O)n(Cc1ccc(Cl)cc1)c(=O)n2C (centres undefined) | 4 | 26
O=C(c1cccc(COc2ccc(Cl)cc2Cl)c1)N1CCN(c2ccccn2)CC1 | 0 | 27
Nc1cc(C(=O)O)ccc1Nc1ccc(F)c(F)c1 | -3 | -5
COc1ccc(Cl)c(NC(=O)Cn2nnc(-c3ccccc3N)n2)c1 | 4 | -4
COc1ccc(CCn2c(C)c(C(C)=O)c3cc(OC(=O)c4ccco4)ccc32)cc1OC | -8 | -4
COc1cc(OC)c(NC(=O)c2ccco2)cc1Cl | -8 | -11
Cc1cc(=O)oc2ccc(OCC(=O)N3CCc4ccccc43)cc12 | -6 | -5
Cc1cc(C)cc(OC(=O)CS(=O)c2ccc(C(F)(F)F)cc2[N+](=O)[O-])c1 (centres undefined) | 12 | 1
CN(C)S(=O)(=O)c1ccc(NC(=O)N2CCN(c3cccc(C(F)(F)F)c3)CC2)cc1 | -3 | -8
O=C(c1ccc(Cl)c(Cl)c1)N1CCOCC1 | 0 | 10
Cc1ccc(C)c(Cn2c(=O)n(CCC(=O)NCc3ccco3)c(=O)c3ccccc32)c1 | -9 | -8
C=CCOc1ccc(C[C@H](N)C(=O)NC[C@H]2O[C@@H](n3cnc4c(N)ncnc43)[C@H](O)[C@@H]2O)cc1 | -8 | -6
O=c1c2ccccc2nc(-c2ccco2)n1/N=C/c1ccccc1O | -8 | 14
CCOC(=O)c1ccccc1NC(=O)CSc1nc(N)cc(N)n1 | -4 | -5
O=C(NCCOC(=O)c1ccc(C(=O)OCCNC(=O)c2cccnc2)s1)c1cccnc1 | 3 | 0
CC(C)(C)NS(=O)(=O)c1ccc(CCC(=O)O)cc1 | 5 | -4

2 entries drawn at random from those above, as already listed:
SMILES | RAD54 inh | esBAF inh
O=C(NCCOC(=O)c1ccc(C(=O)OCCNC(=O)c2cccnc2)s1)c1cccnc1 | 3 | 0
Cc1cc(C)cc(OC(=O)CS(=O)c2ccc(C(F)(F)F)cc2[N+](=O)[O-])c1 (centres undefined) | 12 | 1

Next section
SMILES | RAD54 inh | esBAF inh
CN(C)c1nc(N2CCOCC2)nc(N(c2ccccc2)c2ccccc2)n1 | 16 | -1
Cc1oc(C(=O)O)cc1CSCc1cc(C(=O)O)c(C)o1 | -1 | 0
Cc1c(Cl)cccc1-n1c(SCC(=O)NCc2cccs2)nnc1-c1ccncc1 | -1 | -3
Cc1noc(C)c1CSCC(=O)OCC(=O)NC1CCCCC1 | -3 | -1
C=CCn1cc(C(=O)OC)c(=O)c2cc(S(=O)(=O)N3CCC(C)CC3)ccc21 | 0 | -4
CCOC(=O)Cn1nnnc1C(C(C)C)N(Cc1cc2c(C)cc(C)cc2[nH]c1=O)C1CCCC1 (centres undefined) | -1 | 3
O=C(NCCCN1CCOCC1)c1ccc(-n2nc(C(F)(F)F)cc2-c2cccs2)cc1 | -9 | 3
O=c1c(-c2c(O)cc(O)c3c2O[C@H](c2ccc(O)cc2)CC3)c(-c2ccc(O)cc2)oc2cc(O)cc(O)c12 | -29 | 2
COc1ccccc1NC(=S)NC(=O)C(C)C | 2 | -4
COc1cc2[nH]cc(C(=O)NCCc3ccccc3)c(=O)c2cc1OC | 5 | 1
COC(=O)c1[nH]c2cc(C)ccc2c1NC(=O)CN1CCc2cc(OC)c(OC)cc2C1 | 7 | 16
CC(C)Oc1ccc(C(=O)N(CN2CCCC2=O)c2ccc(F)cc2)cc1 | -5 | -5
O=C(/C=N/O)Nc1ccccc1C(=O)O | -5 | -4
CC(=O)N1CCc2cc(S(=O)(=O)N3CCOCC3)ccc21 | -2 | -5
CCOc1ccc(C(O)C(CN2CCOCC2)c2ccccc2)cc1 (centres undefined) | 1 | 13
CCOC(=O)c1cccnc1SCC(=O)N(C)c1ccccc1 | 8 | -6
CCS(=O)(=O)Nc1ccc(C(=O)CC2(O)C(=O)Nc3ccc(Br)cc32)cc1 (centres undefined) | 4 | -7
Cc1nnc(SCc2cc(=O)n3[nH]cnc3n2)s1 | -3 | -6
COc1ccc(CC(=O)Nc2ccc(N3CCN(c4ccc(OC)cc4)CC3)c(C#N)c2)cc1 | 4 | 3
O=C(NC(Cc1c[nH]c2ccccc12)c1nnc2n1CCCCC2)c1ccccc1Cl (centres undefined) | -8 | 2

Of the compounds above, two contain a tert-butyl group.
SMILES | RAD54 inh | esBAF inh
CC(C)(C)NC(=O)NC(=O)COC(=O)Cn1c(C(F)(F)F)nc2ccccc21 | 5 | 1
CC(C)(C)NS(=O)(=O)c1ccc(CCC(=O)O)cc1 | 5 | -4

(next part)
SMILES | RAD54 inh | esBAF inh
CN(CC(=O)Nc1nccs1)S(=O)(=O)c1ccc(F)cc1 | -4 | 1
Cc1ccc(OCc2nc(C#N)c(N3CCCC3)o2)cc1 | -11 | 7
COc1ccc(N=C2S/C(=C\c3cc(C)n(C)c3C)C(=O)N2C)cc1 | -3 | -14
C=CCSc1nnc2nc3c(nn12)c1cc(C)ccc1n3CC=C | -11 | -2
COc1cccc(NC(=O)Cn2c(-c3cncs3)nc3ccccc32)c1 | -5 | -10
Cc1ccc(Nc2nc(CSc3nnnn3C)cs2)cc1 | -5 | 61*
COc1ccc(NC(=O)CCc2nc(-c3ccccc3F)no2)cc1 | -3 | 1
CCN(CC)C(=O)CSc1ncnc2c1nnn2-c1ccc(F)cc1 | 0 | -6
Cc1csc(SCCn2c(N3CCCC3)nc3c2c(=O)[nH]c(=O)n3C)n1 | -4 | -4
Cc1cc(S(=O)(=O)NCC(C)C)ccc1OCC(=O)N1CCOCC1 | -1 | 1
CCOC(=O)CSC1=Nc2ccccc2C2=NC(CC(=O)NCc3ccccc3)C(=O)N12 (centres undefined) | 4 | 4
COc1cccc(NC(=O)Cn2nnc(-c3ccccc3N)n2)c1 | -7 | 1
CCCS(=O)(=O)c1nc(S(=O)(=O)c2ccc(C)cc2)c(NCCCN2CCOCC2)s1 | -8 | -2
O=C(Nc1ccc(NC(=O)C2CC2)cn1)c1ccccc1Cl | -5 | 42*
Cc1sc(N/N=C/c2cccnc2)nc1-c1ccc(Cl)cc1 | -1 | 26
N#CC1C(=O)NC(N2CCN(c3ccccc3)CC2)=NC12CCCCC2 (centres undefined) | -15 | 4
CC1=C(C(=O)O)N2C(=O)C(NC(=O)c3ccn(C)n3)C2SC1 (centres undefined) | 0 | -14
Clc1ccc(CSc2nnc(-c3ccncc3)o2)cc1 | -7 | 3
COC(=O)c1ccc(OC(=O)c2ccco2)cc1 | -11 | 6
COc1cc(C2NC(=O)NC(C)=C2C(=O)OC(C)(C)C)ccc1OCC(=O)O (centres undefined) | 1 | -36
CCn1nnc(NC(=O)c2cc3ccccc3o2)n1 | -14 | 16
CCCCSc1nnc([C@@H]2CCCN2C(=O)OC(C)(C)C)o1 | 1 | 5
O=C(O)CCC(=O)Nc1ccc(OCC(=O)O)cc1 | 2 | 3
O=C(CCc1nc2ccccc2[nH]1)Nc1ccccc1 | -10 | -1
CC1CCCCN1c1nc2nonc2nc1N1CCCCC1C (centres undefined) | 0 | -3
Cc1cc(C)n(CC(=O)n2c3ccccc3c3ccccc32)n1 | -1 | -9
CCOc1ccc(-c2nnc3sc(-c4ccccc4OC)nn23)cc1 | 0 | -11
COc1ccc(-c2cc3ccccc3oc2=O)cc1NC(=O)c1cccnc1 | 1 | 15
O=C(Cn1c(-c2ccccc2)noc1=O)Nc1ccc(N2CCCCCC2)cc1 | -1 | -11
Cc1ccc(C(=O)CC2(O)C(=O)Nc3ccccc32)s1 (centres undefined) | -7 | -6
N#CCSc1nc2c(c(=O)n1Cc1ccccc1)C1(CCCC1)Cc1ccccc1-2 | 6 | -6
COc1ccc(-c2cc(C(=O)OC3CCOC3=O)c3ccccc3n2)cc1 (centres undefined) | -6 | 3
Cc1ccc(Cl)cc1N1CCN(Cc2cc3c(cc2O)CCC3)CC1 | 4 | -9
COc1cccc(C(=O)NCC(=O)N2CCC(C)CC2)c1 | -7 | 12
CSCCC(NC(=O)c1ccccc1)C(=O)NC1CC1 (centres undefined) | -2 | -10
NC(=O)C1(N2CCCCC2)CCN(C(=O)NC23CC4CC(CC(C4)C2)C3)CC1 | 2 | 1
COCCn1nnnc1C(c1cc2cc(C)ccc2[nH]c1=O)N1CCCCCC1 (centres undefined) | -12 | -4
Cc1cccc(Cn2ccc(-c3ccc(Cl)cc3)c(C#N)c2=O)c1 | -13 | -3
C=CCOC(=O)COc1ccc2c(C)c(CC)c(=O)oc2c1 | 7 | 3
N#C/C(=C/c1ccc(N2CCCCCC2)o1)c1cccc(F)c1 | -4 | 30
C=C(C)Cn1c(SCC(=O)NCc2ccco2)nc2sc3c(c2c1=O)CCC3 | 7 | -6
COC(=O)/C(NC(C)=O)=C(\C)c1ccc(Cl)cc1 | 2 | -9
CCOC(=O)NCc1ccccc1 | -3 | -4

A different layout for some results above.
O=C(O)CCC(=O)Nc1ccc(OCC(=O)O)cc1
  RAD54 inh = 2; esBAF inh = 3
Cc1cc(C)n(CC(=O)n2c3ccccc3c3ccccc32)n1
  RAD54 inh = -1; esBAF inh = -9
CCOc1ccc(-c2nnc3sc(-c4ccccc4OC)nn23)cc1
  RAD54 inh = 0; esBAF inh = -11
Cc1ccc(Cl)cc1N1CCN(Cc2cc3c(cc2O)CCC3)CC1
  RAD54 inh = 4; esBAF inh = -9
